# Assay outcomes (PubChem)
# CTSL1 counter – blocks F. hepatica cathepsin L1 in PFM18AAP counter-screen. AID 1906. inhibition, % at 5.96 µM. recombinant F. hepatica cathepsin L1, Z-Leu-Arg-MCA fluorescence. 0.49% of 300,000 active;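 active = inhibition above the mean of all tested compounds plus 3 SD, set per screening campaign, cut at about 17% in these data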;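 note: 0% = plate median of test compound wells and 100% = 1 µM Z-Phe-Ala-diazomethylketone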
# PP5 inh – PP5 (human) phosphatase inhibition; P53041; purified PP5c, OMFP substrate fluorescence; inhibition, % at 6.7 µM; 0.18% of 320,000 active; AID 1987;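 active = inhibition above the campaign's mean inhibition across all tested compounds plus 3 SD, cut at about 9.5% in these data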;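 note: 0% = DMSO only and 100% = 100 µM cantharidin control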
# PP1 counter – PP1-alpha (human) inhibition in PP5 counter-screen. inhibition, % at 6.7 µM. 0.9% of 320,000 active. purified PP1alpha, OMFP fluorescence. P62136. AID 2235;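 active = inhibition above the mean inhibition of all tested compounds plus 3 SD, computed separately for each screening campaign, cut at about 15% in these data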
# PREPL inh – inhibits the human prolyl oligopeptidase-like enzyme | Q4J6C6 | inhibition, % at 5.96 µM | recombinant PREPL, fluorescence polarization activity-based probe | 0.68% of 320,000 active; in the data active = inhibition above about 43%;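 note: 0% = enzyme with DMSO and 100% = wells lacking enzyme; many of its hits are not listed in these tables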
# Target sequence (Q4J6C6 whole entry, looked up): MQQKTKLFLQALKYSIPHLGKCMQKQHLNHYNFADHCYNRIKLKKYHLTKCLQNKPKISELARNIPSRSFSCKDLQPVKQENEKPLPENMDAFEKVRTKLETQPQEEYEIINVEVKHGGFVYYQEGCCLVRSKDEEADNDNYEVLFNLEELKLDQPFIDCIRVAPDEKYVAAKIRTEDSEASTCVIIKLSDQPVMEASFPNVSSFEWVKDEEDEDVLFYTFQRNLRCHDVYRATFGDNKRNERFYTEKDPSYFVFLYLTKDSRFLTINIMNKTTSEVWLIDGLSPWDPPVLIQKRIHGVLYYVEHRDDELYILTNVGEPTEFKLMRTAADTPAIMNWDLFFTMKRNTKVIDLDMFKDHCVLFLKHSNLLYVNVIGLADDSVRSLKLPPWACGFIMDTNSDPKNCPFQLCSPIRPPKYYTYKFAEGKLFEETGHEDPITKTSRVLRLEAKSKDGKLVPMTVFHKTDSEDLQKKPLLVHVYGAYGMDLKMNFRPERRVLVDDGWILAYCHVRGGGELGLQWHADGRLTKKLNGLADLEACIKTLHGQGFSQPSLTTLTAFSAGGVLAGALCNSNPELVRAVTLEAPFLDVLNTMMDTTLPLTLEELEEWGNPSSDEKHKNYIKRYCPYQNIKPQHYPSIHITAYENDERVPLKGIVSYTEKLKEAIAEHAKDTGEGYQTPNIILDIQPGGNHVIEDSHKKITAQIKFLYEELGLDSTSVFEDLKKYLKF
# Efflux pump inh – inhibitors of Candida antifungal efflux pumps expressed in yeast | S. cerevisiae Candida pump triplex, Nile Red efflux | inhibition, % at 10 µM | 0.44% of 330,000 active;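 active = plate passing quality check with inhibition over a set limit, or well fluorescence over plate mean plus 4 SD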;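 note: Nile Red retained in pooled yeast measured as flow cytometry median fluorescence; 0% = buffer negative control and 100% = Enniatin B positive control; higher means more Nile Red kept so more efflux inhibition; some compounds called inactive have numbers as strong as hits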
# HCV core dimer – HCV core protein dimerization inhibition | 0.33% of 300,000 active | TR-FRET GST/Flag-core106 dimerization, 1536-well | inhibition, % at 5 µM;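 active = inhibition above the mean of all tested compounds plus 3 SD, set per screening campaign, cut at about 45% in these data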
#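 System: GST/Flag-tagged HCV core106 proteins. Incubation: compound-protein-antibody incubation 4 h at 22.5 °C. Technique: HTRF with 340 nm excitation, 617/671 nm emission. Medium: KF-containing HEPES buffer, pH 7.45, DTT, CHAPS, BSA. Read-out: inhibition (%) from 671 over 617 nm ratio. Also added: Eu(K)-anti-GST 90 ng/mL plus XL665-anti-Flag 1 µg/mL.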
# ZTA counter – counter-screen for EBNA-1 inhibitors: inhibitors of Epstein-Barr virus ZTA; AID 2234; P03206; 0.15% of 320,000 active; inhibition, % at 11 µM; ZTA-DNA binding, fluorescence polarization; in the data active = inhibition above about 33%
# Target sequence (P03206 whole entry, looked up): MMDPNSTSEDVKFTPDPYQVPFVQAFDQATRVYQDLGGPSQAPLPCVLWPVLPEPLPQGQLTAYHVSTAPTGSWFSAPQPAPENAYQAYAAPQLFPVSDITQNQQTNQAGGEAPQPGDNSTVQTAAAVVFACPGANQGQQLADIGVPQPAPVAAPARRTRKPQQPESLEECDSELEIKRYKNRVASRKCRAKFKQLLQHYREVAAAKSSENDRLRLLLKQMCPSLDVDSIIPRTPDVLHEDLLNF
# EBNA-1 inh – blocks EBNA-1 binding to DNA. EBNA-1 DNA binding, fluorescence polarization. inhibition, % at 14.8 µM. 0.34% of 300,000 active. AID 1950; in the data active = inhibition above about 28%
# TPT1 inh – inhibitors of Candida albicans tRNA 2'-phosphotransferase TPT1; recombinant caTPT1, FP RNA substrate dephosphorylation; inhibition, % at 5 µM; 0.81% of 300,000 active; AID 1962;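 active = inhibition above the mean of all tested compounds plus 3 SD, set per screening campaign, cut at about 24% in these data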;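 note: plate controls were DMSO alone for no effect and ferristatin control at 100 nM for full effect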
# * hit, by the source's call; x = not tested or not shown. Some of the compounds tested, so the mix of outcomes need not match the whole.
# The opening 5 entries as a preview:
SMILES,CTSL1 counter,PP5 inh,PP1 counter,PREPL inh,Efflux pump inh,HCV core dimer,ZTA counter,EBNA-1 inh,TPT1 inh
CN1CCCN(Cc2ccccc2Br)CC1,3,-2.1,-6,-1,0.0,-5,-23,-15,-3
CCOc1ccc(NC(=O)CN(C)C(=O)CCNC(=O)c2ccco2)cc1OCC,x,1.0,0,11,-0.1,x,-2,x,x
CN(C)c1cc(-c2ccc(Cl)c(Cl)c2)oc(=O)c1Cl,0,2.7,-3,10,-0.1,-1,-13,-1,1
C/C(=C\C(=O)c1ccc(Br)cc1)NCc1ccc2c(c1)OCO2,-1,3.4,1,10,-0.1,5,-14,-11,1
Cc1nc2sc(-c3ccccc3)cc2c(=O)n1/N=C/N(C)C,-3,4.8,1,-6,-0.1,-4,2,-1,6

# The list itself, previewed entries included:
SMILES,CTSL1 counter,PP5 inh,PP1 counter,PREPL inh,Efflux pump inh,HCV core dimer,ZTA counter,EBNA-1 inh,TPT1 inh
CN1CCCN(Cc2ccccc2Br)CC1,3,-2.1,-6,-1,0.0,-5,-23,-15,-3
CCOc1ccc(NC(=O)CN(C)C(=O)CCNC(=O)c2ccco2)cc1OCC,x,1.0,0,11,-0.1,x,-2,x,x
CN(C)c1cc(-c2ccc(Cl)c(Cl)c2)oc(=O)c1Cl,0,2.7,-3,10,-0.1,-1,-13,-1,1
C/C(=C\C(=O)c1ccc(Br)cc1)NCc1ccc2c(c1)OCO2,-1,3.4,1,10,-0.1,5,-14,-11,1
Cc1nc2sc(-c3ccccc3)cc2c(=O)n1/N=C/N(C)C,-3,4.8,1,-6,-0.1,-4,2,-1,6
O=C(Nc1ccc(S(=O)(=O)NCCc2ccccc2)cc1)c1ccc(Br)o1,-3,3.2,4,-19,0.0,3,12,-2,1
O=C1C2CC=C(Cl)CC2C(=O)N1CN(Cc1ccco1)CN1C(=O)C2CC=C(Cl)CC2C1=O (stereo not drawn),13,-1.6,4,11,-0.2,80*,6,-16,-32
COc1ccc(CNC(=S)Nc2ccccc2C)cc1,-4,1.6,-7,-2,-0.1,-1,7,-9,3
CN(C(=O)COC(=O)CNC(=O)C1CCCCC1)c1ccccc1,x,-1.8,-4,2,0.3,x,0,x,x
CC(C)C(=O)Nc1cccc(NC(=O)c2cc3ccccc3o2)c1,2,0.9,3,-11,0.1,-2,5,14,-1
CC(C)CNC(CC(=O)Nc1cccc([N+](=O)[O-])c1)C(=O)O (stereo not drawn),0,1.5,-4,-1,0.2,-4,-10,-12,-1
Cc1cc2ccccc2n1CCNC(=O)c1ccc(S(=O)(=O)N2CCCCC2)cc1,0,4.7,8,2,0.2,-111,-4,-2,2
CCOc1ncccc1C(=O)NCC(c1ccccc1)N(C)C (stereo not drawn),-4,2.5,-2,-2,0.0,0,0,-7,0
Cc1ccccc1NC(=O)COC(=O)CCc1c[nH]c2ccccc12,x,-0.3,-4,4,0.1,x,20,x,x
COc1ccccc1-n1c(SCC(=O)NC2CCCC2)nc2cccnc21,-2,0.8,1,-5,0.0,-3,20,12,0
O=C1CC(c2cccc([N+](=O)[O-])c2)c2cc3c(cc2N1)CCC3 (stereo not drawn),2,3.9,5,2,-0.2,0,10,-4,2
CCC1C(=O)N=C(SCC(=O)Nc2ccc(C)cc2)N(c2ccccc2)C1=O (stereo not drawn),-2,-1.4,1,-2,0.3,7,15,2,1
CN(c1ccc(OCC(=O)OCC(=O)Nc2cccc([N+](=O)[O-])c2)cc1)S(=O)(=O)c1ccc(F)cc1,-10,1.5,3,-15,0.4,2,8,-9,-1
CC(=O)c1ccc(OC(=O)CN2C(=O)c3ccccc3C2=O)cc1,-2,-0.1,-4,6,0.0,3,8,4,6
CCOc1ccccc1C(=O)NCC(=O)NCC1CCCCC1,-2,2.1,-3,0,0.1,3,-2,7,1
COc1cc(C(=O)NC(=S)Nc2ccc(Cc3ccncc3)cc2)cc(OC)c1OC,0,-3.7,10,-18,0.9,-3,2,-7,-1
CCN(CC)S(=O)(=O)c1cccc2cc(C(=O)O)c(O)cc12,2,-1.0,4,-5,0.1,5,1,6,-5
Oc1cccc2ccc(Nc3ccccn3)nc12,3,0.7,3,-5,0.6,-12,-13,-14,2
CC1=CC(C)(C)N=C(NC#N)N1,0,2.1,-3,-11,0.0,3,5,10,-1
Cc1ccn2c(Nc3ccc4c(c3)OCO4)c(-c3ccc(O)cc3)nc2c1,-2,1.4,-6,20,0.2,-12,-3,-1,3
CCC(Sc1nc2ccccc2s1)C(=O)Nc1cc(C)on1 (stereo not drawn),0,0.9,-1,-8,-0.1,-7,-9,-3,-5
Cc1sc2nc(CSCC(=O)N(C)CC(=O)Nc3ccc(F)cc3)[nH]c(=O)c2c1C,5,1.4,-3,6,0.0,1,-8,-17,15
CCOC(=O)c1sc(Nc2cccc(Cl)c2)nc1C,1,1.7,4,10,-0.1,12,9,-7,10
C=CCn1c(SCC(=O)O)nnc1-c1ccc(C(C)(C)C)cc1,0,1.6,0,13,-0.3,4,0,9,-4
CN=C1C=C/C(=N/N=c2\ccn(O)cc2C)C=C1C,5,5.9,5,-3,0.0,-33,2,-7,2
O=C(NCc1ccc(Cl)cc1)C(=O)NCC(c1ccco1)N1CCOCC1 (stereo not drawn),0,3.2,-4,11,0.0,3,6,9,-1
N#CC1=C2SCN(Cc3ccccc3)CN2C(=O)CC1c1ccccc1F (stereo not drawn),3,-1.9,-1,0,-0.1,8,12,5,1
COC(=O)c1c(NC(=O)c2ccc(Br)o2)sc(C)c1C,-3,0.2,-3,11,-0.2,1,-3,-7,4
CC1CN(C(=O)c2cc(COc3c(F)cccc3F)on2)CCN1C (stereo not drawn),-1,2.6,-7,-1,0.2,9,-7,-2,-1
COc1ccccc1-n1cc(CN2CCN(C3CCCC3)C(CCO)C2)cn1 (stereo not drawn),4,-5.5,-1,-4,0.1,-16,0,-2,-1
COc1ccccc1N1CCN(C(=O)CN(CCc2ccccc2)S(C)(=O)=O)CC1,0,-0.6,-1,13,0.0,-4,3,13,-2
CCOC(=O)c1c(-c2ccc(OC)cc2)csc1NC(=O)CCN1C(=O)c2ccccc2C1=O,1,6.2,8,-2,0.1,13,0,8,-1
CC(C(=O)NCC1CCCO1)c1ccc([N+](=O)[O-])cc1 (stereo not drawn),0,1.8,4,-10,-0.1,-10,-27,-4,-5
COc1cccc(C(=O)Oc2cc(N)n(S(=O)(=O)c3ccc(C)cc3)n2)c1OC,6,2.2,-1,-2,0.0,13,-3,3,-4
O=C(N/N=C/c1ccc(F)cc1)c1ccncc1,1,1.1,-4,11,0.3,-2,-11,3,2
Cc1nc(-c2ccc(NC(=O)C3CCCCC3)cc2)cs1,0,3.3,-2,10,0.0,-4,-7,12,-4
Cc1nc2scc(-c3ccc(Cl)cc3)c2c(=O)o1,-1,-0.9,-1,6,-0.2,7,9,7,-1
COc1ccc(-c2cc(=O)oc3cc(OCC(=O)N[C@@H](Cc4c[nH]c5ccccc45)C(=O)O)ccc23)cc1,1,0.3,-3,20,-0.1,4,9,8,-4
COc1ccc(S(=O)(=O)N=Nc2c(O)[nH]c3ccccc23)cc1,-3,2.8,2,-1,0.1,-6,7,-8,1
COc1cc2c(cc1C1NC(=S)NC(C)=C1C(=O)N(C)C)CCCC2 (stereo not drawn),-3,1.2,0,15,0.5,-1,16,4,2
CN1CCN(CC(=O)c2ccccc2F)CC1,1,2.6,4,4,0.5,-13,-8,-4,-5
CCOC(=O)c1ccc(Nc2nc(C)cc(=O)[nH]2)cc1,-1,2.2,5,2,-0.1,3,5,3,4
Cn1c(=O)c2c(nc(SCC(=O)Nc3ccccc3N3CCCCC3)n2C)n(C)c1=O,5,-0.4,-3,9,-0.2,1,-5,7,0
CC(=O)Nc1ccc(Nc2nc(-c3c(C)nc4ccccn34)cs2)cc1,0,1.6,-1,9,-0.2,-12,-13,-7,0
Cc1cc(SCc2ccc(Br)cc2)nc(=O)[nH]1,-1,-1.3,1,6,0.0,4,-5,-5,1
Cc1[nH]c(=O)c(C#N)cc1-c1csc(-c2ccccc2)n1,-8,1.2,-1,0,0.3,-3,-13,-14,1
CCOc1ccccc1OCCCC(=O)Nc1cccc(-n2cnnn2)c1C,x,-1.8,-2,12,0.0,x,-10,x,x
Cc1ccc(NC(=O)CN2C(=O)c3ccccc3C2=O)c(C)c1,5,2.3,0,7,0.1,5,11,0,0
COc1ccccc1NS(=O)(=O)c1ccc(O)c(C(N)=O)c1,-2,4.2,4,-4,0.3,-4,-2,-9,0
Cc1ccc(NC(=O)CN2C(=O)NC3(CCc4ccccc43)C2=O)cc1S(=O)(=O)N1CCCCC1 (stereo not drawn),-37,1.5,0,3,0.1,5,10,-16,5
CCOC(=O)N1CCN(C(=O)c2ccc3c(=O)n(-c4ccc(OC)cc4)c(=S)[nH]c3c2)CC1,-1,-1.7,-3,14,-0.1,-3,-23,-12,-5
C#CCN1C(=O)C2C(C(=O)NC)C3C=CC2(O3)C1C(=O)NCc1ccc(OC)cc1 (stereo not drawn),-5,1.5,-4,1,-0.1,-2,1,3,-3
CCc1nc(N2CCC(C)CC2)c2oc3ccccc3c2n1,-2,1.1,-3,9,-0.2,4,1,2,-2
CCOC(=O)N1CCN(C(=S)Nc2cc(S(=O)(=O)N3CCOCC3)ccc2Cl)CC1,-7,0.6,2,-5,-0.1,-2,11,-4,1
CC(C)(C)N(NS(=O)(=O)c1ccc(F)cc1)c1ccccc1,-2,3.7,-1,-13,0.0,-4,4,-10,3
# More results
SMILES,CTSL1 counter,PP5 inh,PP1 counter,PREPL inh,Efflux pump inh,HCV core dimer,ZTA counter,EBNA-1 inh,TPT1 inh
Cn1c(=O)c(=O)n(C)c2cc(S(=O)(=O)CCC(=O)Nc3cccc(C(F)(F)F)c3)ccc21,1,-0.8,-3,3,-0.1,-4,2,0,-2
COCCNS(=O)(=O)c1ccc(OCC(=O)N2CCc3ccccc3C2)c(Cl)c1,5,2.5,-1,7,-0.1,-2,8,-1,4
O=C(CN1C(=O)COc2ccccc21)N(Cc1cccnc1)Cc1ccccc1F,1,-0.7,-5,22,0.4,6,3,9,1
CCC(C)(C)C1CCc2[nH]nc(C(=O)NC3CCCCC3)c2C1 (stereo not drawn),1,2.8,-2,5,-0.1,11,3,13,-2
Cc1nc(-c2cccc(NC(=O)Cc3ccccc3)c2)cs1,4,0.6,2,-9,0.0,-2,-7,-9,-3
COc1cccc(CNC(=O)c2ccccc2-c2ccccc2)c1,1,0.5,-3,9,0.0,-5,9,0,5
CCN(CC)CC(=O)Nc1c2c(nc3ccccc13)N(C)CC2,-3,5.2,1,5,0.1,-11,-1,-4,6
Cc1ccc(NC(=O)C(=O)NCCN2CCN(Cc3ccc([N+](=O)[O-])cc3)CC2)cc1,-1,-3.6,2,10,0.2,-4,15,13,-1
Cc1ccc(N/C=C/C(=O)c2ccco2)c(O)c1,0,-0.3,-2,34,0.0,-11,6,6,29*
Cc1ccccc1C1NC(=O)Cc2ccccc21 (stereo not drawn),1,2.4,2,-2,0.1,1,8,0,-4
O=C(Nc1cccnc1)c1ccc([N+](=O)[O-])o1,9,-6.5,-3,8,0.4,-7,-4,-17,0
Cc1ccc(NC(=O)Nc2ccc(F)c(Cl)c2)cc1,-3,8.2,-19,5,0.6,0,16,6,2
Cc1nn(C)c(C(=O)NC2C3CC4CC(C3)CC2C4)c1Cl (stereo not drawn),-3,-2.8,3,-1,-7.5,-3,20,13,-1
O=c1oc2c3c4c(cc2c2c1CCC2)OCCN4CCC3,4,1.4,-1,32,-0.1,0,-5,-1,0
CCOC(=O)C1CSC(CC(=O)Nc2ccc(Cl)c(Cl)c2)C(=O)N1 (stereo not drawn),1,0.7,-1,7,-0.1,2,9,6,-4
